Screening data as filed in PubChem BioAssay.
hcGAS inh – inhibitors of human cGAS; Q8N884; recombinant h-cGAS, ATP depletion, Kinase-Glo luminescence; inhibition, % at 12.5 µM; hit rate 0.081% among 290,000; AID 1259398;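 also: 0% = vehicle reaction and 100% = reaction without DNA for no activity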
Target sequence (Q8N884 whole entry, looked up): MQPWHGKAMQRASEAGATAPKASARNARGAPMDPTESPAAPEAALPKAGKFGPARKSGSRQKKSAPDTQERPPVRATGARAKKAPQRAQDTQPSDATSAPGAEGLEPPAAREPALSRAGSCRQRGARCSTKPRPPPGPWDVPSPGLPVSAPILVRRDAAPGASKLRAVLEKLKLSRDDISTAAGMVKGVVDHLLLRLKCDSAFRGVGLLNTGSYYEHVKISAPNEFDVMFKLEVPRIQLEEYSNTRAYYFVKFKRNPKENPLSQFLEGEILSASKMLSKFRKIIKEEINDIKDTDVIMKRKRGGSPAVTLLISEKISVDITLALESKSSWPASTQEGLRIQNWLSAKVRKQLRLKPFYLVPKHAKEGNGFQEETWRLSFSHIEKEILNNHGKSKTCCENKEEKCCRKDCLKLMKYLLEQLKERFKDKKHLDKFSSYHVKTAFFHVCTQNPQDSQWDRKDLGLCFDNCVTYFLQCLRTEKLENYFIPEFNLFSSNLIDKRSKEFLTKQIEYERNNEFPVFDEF
mcGAS lum – mouse cGAS inhibition by luminescence; recombinant cGAS, Kinase-Glo ATP depletion luminescence; hit rate 0.15% among 160,000; inhibition, % at 12.5 µM; Q8C6L5;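 also: 0% = negative control wells and 100% = reference inhibitor with no enzyme activity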
NPYLR7 agonist – activates Aedes aegypti NPYLR7 receptor | HEK293T NPYLR7/Galpha15, GCaMP6s calcium fluorescence | activation, % at 10 µM | hit rate 0.15% among 270,000; in the data active = activation above about 40%;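 also: 0% = vehicle and 100% = reference agonist at the receptor; some compounds past the cut are filed as inactive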
* hit, by the source's call; . = not tested or not shown; & = joins results of further samples. Rule as the data show it, unless noted: active = inhibition above about 40%; inactive = the rest.

SMILES	NPYLR7 agonist	mcGAS lum	hcGAS inh
CCOC(=O)c1[nH]ncc1CN1CCCC(Cc2ccccc2C)(C(=O)OCC)C1 (centres undefined)	5&-7	-5	-1&-5
COc1cc(C(=O)NC(C(=O)N2CCc3sccc3C2)C(C)C)cc(OC)c1OC (centres undefined)	5	-6	1
Cc1cn2c3c(=O)n(Cc4cccc(Cl)c4)c(=O)n(C)c3nc2n1CCCN1CCOCC1	-1	.	-3
COc1cc(OC)c(OC)cc1C=C1N=C(c2ccccc2Cl)OC1=O	13	.	-14
COc1ccc(C(N)=O)cc1-c1cccc(OC(C)C)c1	12	.	-4
CCOc1cccc2cc(-c3csc(NC(=O)C4CC4)n3)oc12	4	-9	-7
COc1cccc(-c2cnc(-c3ccc(CNC(=O)c4cc(Cl)ccc4F)cc3)[nH]2)c1	19	-9	-5
COc1ccc(-n2cccn2)c(CN2CCC(O)(CO)CC2)c1	-7	-14	-2
CCOc1ccccc1N1CCN(C(=O)c2ccc(Cl)cc2Cl)CC1	8	2	4
Cc1ccc(C=NNC(=O)NC2CCCCC2)o1	0	-5	-8
C=CCNC(=O)COc1cccc2c(=O)n(CCOCC)ccc12	-1	-8	-7
CCOC(=O)c1[nH]c2ccccc2c1NC(=O)CC(C)C	0	-2	5
COc1cc2c(cc1C1CC(=O)Nc3cc4[nH]ncc4cc31)OCCCO2 (centres undefined)	.	-12	-8
O=C(NCC(=O)N1CCN(S(=O)(=O)c2cccc(Cl)c2)CC1)C1CCCCC1	8	-5	-5
Cc1ccccc1N1C(=O)/C(=C/c2cc(C)n(-c3ccc(F)cc3)c2C)C(=O)NC1=S	-2	-3	-5
Cc1nc2c(c(N(C)Cc3sccc3C)n1)CNC2	-4	-9	-4
C=CCNC(=O)C(NC(=O)c1ccc(F)cc1)C1CCN(C(=O)c2ccccc2OC)CC1 (centres undefined)	0	-6	-9
CC(C)N(CC(=O)Nc1cc(-c2ccccc2)nn1-c1ccc(Cl)c(Cl)c1)C(=O)COc1ccc(Cl)cc1	1	-4	-1
C1CNC(C23CC4CC(CC(C4)C2)C3)=N1	-3	.	-9
O[C@@H]1CN(c2ncnc3ccsc23)CC[C@H]1N1CCOCC1	-10	.	-7
Cc1cn2c3c(=O)n(Cc4ccccc4)c(=O)n(C)c3nc2n1CCc1ccccc1	1	-8	-6
CC(=O)c1ccc(S(=O)(=O)N2CCN(C(=O)C3(c4ccc(Br)cc4)CC3)CC2)cc1	3	-2	3
CCCNC(=O)NC(=O)CSc1ncnc2c1cnn2-c1ccccc1	6	-7	-6
CC1(C)Cc2c(sc(N)c2C#N)C(C)(C)N1	-2	.	1
CC1=CCC=CC1C(=O)NC1CCc2[nH]c3c(Cl)cccc3c2C1 (centres undefined)	29	-2	-3
CCC(C(=O)N1CCC(c2nc(-c3c(Cl)cccc3Cl)no2)CC1)c1ccccc1 (centres undefined)	1	2	7
COc1ccc(CNC2CCS(=O)(=O)C2)cc1 (centres undefined)	-5	-3	3
Clc1ccc(Oc2nc(-c3ccncc3)nc3ccccc23)cc1	3	.	0
O=C(c1cc2ccccn2c1)N(CC1CCCO1)c1ccncc1 (centres undefined)	-1	.	-3
CCOC(=O)c1nn(-c2ccc(F)cc2)c(=O)cc1N1CCN(c2ccccc2F)CC1	8	.	1

Sorted by heavy-atom count (largest number first): 7 of the compounds above
SMILES	NPYLR7 agonist	mcGAS lum	hcGAS inh
CC(C)N(CC(=O)Nc1cc(-c2ccccc2)nn1-c1ccc(Cl)c(Cl)c1)C(=O)COc1ccc(Cl)cc1	1	-4	-1
COc1cccc(-c2cnc(-c3ccc(CNC(=O)c4cc(Cl)ccc4F)cc3)[nH]2)c1	19	-9	-5
COc1cc(OC)c(OC)cc1C=C1N=C(c2ccccc2Cl)OC1=O	13	.	-14
CCOc1ccccc1N1CCN(C(=O)c2ccc(Cl)cc2Cl)CC1	8	2	4
Clc1ccc(Oc2nc(-c3ccncc3)nc3ccccc23)cc1	3	.	0
COc1ccc(-n2cccn2)c(CN2CCC(O)(CO)CC2)c1	-7	-14	-2
CCOC(=O)c1[nH]c2ccccc2c1NC(=O)CC(C)C	0	-2	5

Next part.
SMILES	NPYLR7 agonist	mcGAS lum	hcGAS inh
COCc1noc(C2=Cc3cc(OC)ccc3OC2)n1	6	-16	-9
O=C(/C=C/c1ccccc1)N(Cc1cccnc1)c1nc2c(F)cccc2s1	-12	-5	-1
CC(C)CCN1CCNC(=O)C1CC(=O)NC1CCN(c2ccccc2)CC1 (centres undefined)	23	-10	-4
CN(CC(O)c1ccccc1)C(=O)c1cn(C(c2ccccc2)c2ccccc2)nn1 (centres undefined)	9	.	-5
O=C(NNC(=O)C12CC3CC(CC(O)(C3)C1)C2)c1ccc2c(=O)n3c(nc2c1)CCC3	10	.	-9
O=C(NC1CCN(C2CC2)C1)C1CCCN1C(=O)OCC(F)(F)F (centres undefined)	14	.	-3
CCC(=Nc1ccnn1C1CCCCC1)c1c(O)n(CC)c(=S)n(CC)c1=O	3	-3	0
CC1C(=O)N(c2ccc(F)cc2F)CCN1C(=O)c1ccccc1Cl (centres undefined)	-1	-6	-5
Clc1ccc(-c2cc(C3Nc4ccccc4N3)c(-c3ccccc3)nn2)cc1	0	-7	2
O=C(c1ccc(-c2ccn[nH]2)cc1)N1CCC2(CCCO2)CC1	8	-15	-8
COc1cccc(-c2nc3n(n2)C(c2ccccc2Cl)C(C(=O)Nc2cccnc2)=C(C)N3)c1 (centres undefined)	0	.	-10
Cc1nnc(CN(C)C2CCN(c3c(F)cccc3F)C2=O)n1C (centres undefined)	3	-16	-17
O=C(Nc1cccc(F)c1)c1ccc(CSc2nnc(-c3ccco3)n2-c2cccc(Cl)c2)cc1	5	-4	-3
Cc1cnn(CCC(=O)NCC(O)c2c(Cl)cccc2Cl)c1 (centres undefined)	-7	-2	2
COc1ccc(CCNC(=O)c2ccccc2NS(=O)(=O)c2ccc(C(C)C)cc2)cc1	-1	-5	-3
COC(C)c1nc(C)c(C(=O)N(Cc2cccnc2)C(C)C)s1 (centres undefined)	0	.	2
CN(C)c1ncc(CN2CCC(Cn3cc(CO)nn3)CC2)s1	6	-11	-10
CN(C)C1CCN(C(=O)c2ccc(-c3cc(-c4cccc(C(F)(F)F)c4)n[nH]3)cc2)CC1	3	-5	-7
CCCCCCCC(=O)Nc1ccc(N2CCC(Cc3ccccc3)CC2)c(C(=O)NCC2CCCO2)c1 (centres undefined)	14	-4	0
COc1cccc(-n2nnc3c(=O)n(Cc4cc(C)ccc4C)cnc32)c1	7	.	-2
CN(C(=O)c1cccs1)C(Cc1ccccc1F)C1CCN(C(=O)/C=C/c2ccncc2)CC1 (centres undefined)	15	-12	-8
CC(=O)NC1C(=O)N(Cc2ccc(OC(C)C)cc2)c2ccc(C)cc21 (centres undefined)	1	-5	-3
Cc1cccc(-c2cc(N)n(-c3ccc(C(=O)NCc4ccc5c(c4)OCO5)cc3)n2)c1	-8	0	1
Fc1ccc(-c2nc(-c3ccccc3)c3ccccn23)cc1	-1	12	-4
CCOC(=O)[C@@H]1CN(Cc2ccccc2)[C@H]2c3cccc(F)c3O[C@@H]12	2	-2	-5
COc1cccc(-c2nc3ccccn3c2NC(=O)CSc2ccccc2)c1	-9	-7	-6
CCOC(=O)c1ccc(NC(=O)c2cccn(OCc3ccc(F)cc3)c2=O)cc1	5	-7	-1
CN(Cc1ccc(Cl)cc1)C(=O)[C@H](Cc1ccccc1)NC(=O)OC(C)(C)C	14	.	-9
O=C(NCc1ccc(-n2cncn2)cc1)C1CC1c1ccccc1F (centres undefined)	2	.	-7
Cn1nc(CN2CCCC(OCc3cccnc3)C2)c2c(Cl)cccc21 (centres undefined)	1	-16	-8
COc1cc(-c2cc(C(=O)NC(C)c3ccc(F)cc3)c3ccccc3n2)cc(OC)c1OC (centres undefined)	25	-5	-1
S=c1nc(-c2cc(Cl)ccc2Cl)[nH][nH]1	16	-8	-4
CSc1ccc(NC(=O)N2CCN(c3nc(Cc4ccccc4)nc4sc5c(c34)CCC(C)C5)CC2)cc1 (centres undefined)	-7	-3	-3
CS(=O)(=O)N1CCN(C(=O)CNc2cccc(Cl)c2Cl)CC1	-4	.	-1
O=C(Cn1cnc2c(nnn2-c2cccc(F)c2)c1=O)N1CCCCCC1	-5	-2	0
FC(F)(F)c1nc(N2CCCC2)nc2c1CCCCC2	1	.	-4
CCOc1ccccc1C(=O)Nc1ccc(N2CCN(C(=O)c3ccco3)CC2)nc1	6	-5	-3
N[C@@H](CCC(=O)N[C@@H](CS)C(=O)NCC(=O)O)C(=O)O	-8	.	-2
C[C@H](NC(=O)NCC1COc2ccccc2O1)c1ccccc1 (some centres undefined)	-10	-5	-2
CC(C)(C)c1ccc(C(=O)Nc2sc3c(c2C(N)=O)CCCCC3)cc1	12	-5	-14
CSCc1ccc(C(=O)Nc2cccc3cccnc23)o1	16	.	-7
COCCNC(=O)C(NC(=O)C1CCCC1)C1CCN(C(=O)c2ccccc2OC)CC1 (centres undefined)	0	.	0
CCC(NCc1cnc(SC)nc1N(C)C1CCCCC1)c1ccccc1 (centres undefined)	1	-6	-5
Cc1nnc(C)n1-n1ccc2nc3ccn(-c4cccc(Cl)c4)c(=O)c3cc2c1=O	2	-7	-4
Cc1nc(-c2ccc(Cl)cc2)nc(N2CCN(C(=O)c3cc(C(F)(F)F)cc(C(F)(F)F)c3)CC2)c1C	13	-4	-2
COc1ccc2nc(Cn3cnc4sccc4c3=O)[nH]c2c1	5	.	-2
Cc1cc(C)c(C(=O)CSc2n[nH]c(C(C)C)n2)c(C)c1	9	.	-5
N#Cc1ccc(N(CCO)Cc2ccsc2)nc1	-3	.	-2
CC(C)(C)c1cn(C2CCN(C(=O)c3ccc4nccnc4c3)CC2)nn1	.	-9	-1
O=C(O)[C@H]1C[C@@H](C(=O)N2CCCC2)CN(C(=O)C2(Cn3cccn3)CC2)C1	4	-14	-4
COc1cccc(C2C(C(=O)c3ccc(C)o3)=C(O)C(=O)N2CCCN(C)C)c1OC (centres undefined)	1	-8	-6
Cc1csc(C(C#N)C(=O)COC(=O)/C(=C/c2ccco2)n2nnnc2-c2ccccc2)n1 (centres undefined)	18	.	-9
COc1ccc(C(=O)N2CCCN(c3nc(CC(C)C)nc4c3cnn4-c3ccccc3)CC2)cc1	11	-7	-8
O=C(c1ccc(SC(F)(F)F)cc1)N1CCc2ccccc2C1c1ccccc1Cl (centres undefined)	-1	-7	-7
CCOc1ccc(-n2nnnc2CNS(=O)(=O)c2ccc(OC)cc2)cc1	0	-8	-6
COc1ccc(S(=O)(=O)c2ccc(OC)cc2)cc1	1	.	2
CCNC(=O)C1(C)CCCN1Cc1ccc(-c2ccccc2)cc1 (centres undefined)	2	.	-17
CC(C)CN(CCC(=O)O)c1nc(-c2ccco2)nc2ccccc12	-4	.	2
Cc1cccc(NC(=O)CCCSc2ccc(NC(=O)c3cccs3)nn2)n1	0	-8	1
Cc1ccc(C2=NCCCS2)cc1	5	.	-3

Profiles from above.
CC(C)CN(CCC(=O)O)c1nc(-c2ccco2)nc2ccccc12 in the list: NPYLR7 agonist = -4; mcGAS lum = .; hcGAS inh = 2
CC(C)(C)c1ccc(C(=O)Nc2sc3c(c2C(N)=O)CCCCC3)cc1 in the list: NPYLR7 agonist = 12; mcGAS lum = -5; hcGAS inh = -14

(next part)
SMILES	NPYLR7 agonist	mcGAS lum	hcGAS inh
CC(C(=O)NCC(F)(F)F)N(C)CC1CCN(CCO)CC1 (centres undefined)	5	.	-4
NC(N)=NC(N)=NCCc1ccccc1	-5&1	-6	-3&-4
O=C(/C=C/c1cccc2ccccc12)Nc1nccs1	-2	-8	-2
CC(=O)c1c(C)[nH]c(C(=O)CSc2nc(C)c(C)c(C)c2C(N)=O)c1C	1	.	2
O=C(Nc1ccc(N2CCN(C(=O)NCc3ccco3)CC2)nc1)c1ccccc1F	18	-3	-4
Cc1ccc(C)c(-n2nc(-c3cccs3)cc2C(=O)O)c1	13	.	-8
Cc1ccc2nc(NC(=O)CCn3c(C)csc3=O)sc2c1	3	.	-9
CC(=O)c1cccc(CN2CCCC(CCC(=O)Nc3ccccc3F)C2)c1 (centres undefined)	4	.	-3
CCCCN=C1NC(=O)NC(=O)C1(CC)CC	5	.	2
CN(C)S(=O)(=O)c1ccc(C(=O)NCCn2ncc3c(=O)n(Cc4ccc(F)cc4)cnc32)cc1	-4	-8	1
COc1ccc(CC(=O)NCCN2CCN(c3nc(Cc4cccc(OC)c4)ns3)CC2)cc1	0	-2	-3
O=C(Nc1ccc2[nH]cc(CCN3CCc4ccccc4C3)c2c1)c1ccccc1OC(F)(F)F	-5	-5	-6
O=C(c1ccccc1F)N1CCC2(CC1)OCC(C(=O)N1CCOCC1)N2C(=O)c1cccc(F)c1 (centres undefined)	-10	-5	-6
CC12CCCCC13NC(Cl)=C(C#N)C2(C#N)C(=N)O3 (centres undefined)	2	.	-6
O=C(NCCc1nc2ccccc2n1Cc1ccccc1)C1CCCCC1	-6	.	-7
CCOc1nn(CC)cc1-c1nnc(SC)n1CC	7	-9	-2
CC1=C(C(=O)NCCC(C)C)C2(CCC(C)CC2)OC1=O (centres undefined)	3	-2	-1
N#CCc1ccc(OCCn2cc(Cl)c(=O)[nH]c2=O)cc1	2	.	-5
